From PubChem BioAssay
STEP inh: inhibitors of human striatal-enriched phosphatase STEP; P54829; recombinant STEP, OMFP fluorogenic substrate, fluorescence; inhibition, % at 20 µM; hit rate 0.25% among 360,000;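 active means inhibition at 20 µM, scaled per plate between control wells, above about 37%, limit read from the data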;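 further: 0% = DMSO with enzyme and substrate and 100% = substrate only without enzyme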
Target sequence (P54829 whole entry, looked up): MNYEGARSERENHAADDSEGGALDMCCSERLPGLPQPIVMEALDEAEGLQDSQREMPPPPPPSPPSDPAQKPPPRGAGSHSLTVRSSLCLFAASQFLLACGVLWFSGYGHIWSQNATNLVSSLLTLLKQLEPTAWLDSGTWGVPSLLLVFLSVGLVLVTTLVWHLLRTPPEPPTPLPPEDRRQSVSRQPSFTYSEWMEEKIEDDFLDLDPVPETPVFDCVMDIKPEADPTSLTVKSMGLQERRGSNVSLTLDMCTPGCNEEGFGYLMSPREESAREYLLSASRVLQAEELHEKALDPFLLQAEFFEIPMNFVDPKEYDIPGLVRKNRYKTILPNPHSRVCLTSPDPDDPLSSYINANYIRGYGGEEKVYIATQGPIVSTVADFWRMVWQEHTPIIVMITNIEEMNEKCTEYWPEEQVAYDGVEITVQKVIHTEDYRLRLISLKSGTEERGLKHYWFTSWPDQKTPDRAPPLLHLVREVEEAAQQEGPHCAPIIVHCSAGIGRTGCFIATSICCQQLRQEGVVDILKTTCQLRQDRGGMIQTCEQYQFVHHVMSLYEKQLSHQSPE
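Test system: STEP tyrosine phosphatase / Reagent: OMFP at 25 µM / Doses: 20 µM, 1% DMSO / Read-out: percent inhibition scaled to no-enzyme and uninhibited-enzyme controls, plate-pattern corrected / Detection: FITC-channel fluorescence of OMFP product / Medium: Bis-Tris buffer pH 6.0, 2.5 mM DTT, 0.005% Tween 20 / Schedule: 20 min at room temperature, dark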
MT1-MMP act inh: MT1-MMP (human) activation inhibition; hit rate 0.061% among 360,000; GFP/RFP ratio change, % at 20 µM; P50281; HT1080 RFP-PRO-GFP cells, GFP/RFP ratio fluorescence, overnight; percent of plate control window, DMSO zero;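 active means GFP/RFP ratio change of at least 30% with cell ATP level not reduced by more than half and red fluorescence within 50% of control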; further: strong numbers were not always called active
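Assay system – RFP-PRO-GFP reporter HT1080 cells · Compound dosing – single dose of 20 µM compound, 1% DMSO final · Incubation – overnight compound exposure at 37 °C · Measure – GFP/RFP fluorescence ratio · Benchmarks – DMSO wells and RFP-L50D-GFP cells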
DNMT1 block: DNMT1 (human) enzyme inhibition. P26358. DNMT1 molecular beacon, Hinp1I cleavage, fluorescence. inhibition (reported as % activation of signal), % at 10 µM. hit rate 0.83% among 360,000. AID 588458; in the data active means inhibition above about 50%
SUMO1-SIM PPI: alters human SUMO1 binding to SIM partners. SUMO1 binding to a labelled peptide, TR-FRET, 1 h. inhibition, % at 20 µM. hit rate 0.33% among 360,000. AID 602429; in the data active means inhibition above about 37%
Target sequence (P63165 whole entry, looked up): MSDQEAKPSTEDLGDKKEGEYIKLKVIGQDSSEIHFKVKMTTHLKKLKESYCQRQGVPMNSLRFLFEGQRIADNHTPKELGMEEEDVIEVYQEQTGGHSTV
SKN-1 block: C. elegans SKN-1 inhibition | C. elegans VP596 Pgst-4::GFP/RFP ratio, acrylamide-induced, 24 h | inhibition, % at 21.8 µM | hit rate 0.49% among 360,000;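 active means interference check ratio from 0.5 to 1.5 plus GFP to RFP signal ratio inhibition reaching or exceeding a fixed threshold, cut at about 30% in these data, passing the limit was not always enough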; further: some compounds called inactive have numbers as strong as hits
Scp-1 inhibitor: inhibitors of human Scp-1 phosphatase. Q9GZU7. Recombinant Scp1, phosphopeptide, malachite green phosphate absorbance. inhibition, % at 20 µM. hit rate 0.88% among 340,000;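 active means inhibition above about 50% at 20 µM, limit read from the data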;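 further: plate controls were DMSO wells with enzyme for no effect and wells lacking enzyme for full effect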
Target sequence (Q9GZU7 76-261 limits assumed): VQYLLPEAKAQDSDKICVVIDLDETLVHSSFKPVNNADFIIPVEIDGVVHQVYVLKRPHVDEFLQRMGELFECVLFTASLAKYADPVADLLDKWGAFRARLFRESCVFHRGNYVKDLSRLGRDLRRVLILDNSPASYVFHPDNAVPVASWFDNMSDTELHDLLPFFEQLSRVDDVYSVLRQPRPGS
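Times: enzyme reaction 45 min at room temperature, colour 5 min, stabilisation 30 min. Material: SCP-1 catalytic fragment, aa 76-261. Medium: Acidic Tris acetate buffer with magnesium and detergent. Signal: colorimetric free-phosphate detection, absorbance 630 nm. Read-out basis: % inhibition of SCP-1 phosphate liberation. Reagent: Phosphorylated 17-residue peptide substrate.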
Rpn11 block: Rpn11 (human) deubiquitinase inhibition. AID 588493. human 26S proteasome, Ub4-pepOG fluorescence polarization; 20S core pre-blocked with epoxomicin. O00487. hit rate 0.59% among 360,000. calls only at 20 µM;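 active means inhibition at 20 µM, scaled to each plate's controls, above about 33%, limit read from the data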
NRP1-CendR mod: modulators of CendR peptide binding to human neuropilin-1. inhibition, % at 25 µM. hit rate 0.85% among 360,000. O14786. FAM-RPARPAR peptide binding to NRP-1, fluorescence polarization;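 active means inhibition or corrected inhibition above about 18%, plus a signal ratio from 0.5 to 1.5, limit read from the data, passing the limit was not always enough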; further: strong numbers were not always called active
LMPTP inh: blocks human LMPTP phosphatase. inhibition, % at 20 µM. recombinant LMPTP-A, OMFP fluorogenic substrate, fluorescence intensity. hit rate 0.22% among 360,000. AID 651560. P24666;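 active means compounds that cut the enzyme signal by at least half of the control window in the single-dose screen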;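 further: plate controls were DMSO wells with enzyme plus substrate for no effect and substrate without enzyme for full effect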
Target sequence (P24666 whole entry, looked up): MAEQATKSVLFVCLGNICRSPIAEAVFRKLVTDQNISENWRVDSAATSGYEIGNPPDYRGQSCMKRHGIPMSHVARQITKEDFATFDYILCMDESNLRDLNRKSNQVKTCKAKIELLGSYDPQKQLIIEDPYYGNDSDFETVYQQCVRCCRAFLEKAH
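Test system: LMPTP-A, protein tyrosine phosphatase of low molecular weight; Input: 0.625 nM enzyme; Incubation: 50 min dark incubation at room temperature; Signal: endpoint fluorescence intensity from OMFP dephosphorylation; Read-out basis: % inhibition versus control wells.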
NadD inh: blocks S. aureus nicotinate mononucleotide adenylyltransferase. purified NadD enzyme, colorimetric absorbance read-out. inhibition, % at 20 µM. hit rate 0.78% among 360,000; in the data active means inhibition above about 26%; further: some compounds past the cut are filed as inactive
The depositor's hits bear a star; i = inactive; · = no result given; & = joins results of further samples.

smiles,STEP inh,MT1-MMP act inh,DNMT1 block,SUMO1-SIM PPI,SKN-1 block,Scp-1 inhibitor,Rpn11 block,NRP1-CendR mod,LMPTP inh,NadD inh
COCCN(C(=O)c1cccc(-n2cnnn2)c1)c1c(N)n(CC(C)C)c(=O)[nH]c1=O,1,0,2,-1,4,-2,i,-12,-0.5,-2
O=C(NCC1COc2ccccc2O1)C1(c2ccccc2)CCCC1 (configuration not stated),0,-3,1,-2,-10,-4,i,16,1.2,-4
CN(C)c1ccc(C2N(C)C(=O)c3ccccc3N2C)cc1 (configuration not stated),2,1,1,-1,4,-9,i,2,-1.7,-3
Cc1nc2ccccc2c(=O)n1NC(=O)c1cccc([N+](=O)[O-])c1,-1,1,0,-7,4,-3,i,0,-0.8,-2
NCc1ccc(S(N)(=O)=O)cc1,-2&-4,3&2,3&2,2&-82,-4&-9,-14&-4,i,5&1,-2.3&-1.4,-1&2
CC1CC(=O)Nc2ccccc2N1S(=O)(=O)c1cccs1 (configuration not stated),0,-2,2,3,-12,-5,i,-1,0.0,-2
CN(C(=O)CSc1nnc(-c2ccccc2F)n1N)C1CCCCC1,-3,0,0,5,-6,-8,i,5,-1.3,-2
O=C(Nc1ccccc1F)c1cnccn1,-4,1,1,4,11,-12,i,2,-0.9,-3
O=C(c1ccc(Cl)s1)N(Cc1nnc(-c2ccccc2Cl)o1)C1CC1,-1,1,-1,5,9,-12,i,0,0.5,-5
Cc1c(C(=O)OCC(=O)N2CCCCC2C)oc2ccccc12 (configuration not stated),2,-1,4,-10,6,-1,i,7,-6.8,-1
COC(=O)C1(C)CCc2c(ccc3ccccc23)C1=O (configuration not stated),1,1,-1,-12,12,·,i,4,-0.9,-1
CC(=O)Nc1nnc(SCC(=O)N2CCCc3ccccc32)s1,0,-1,2,2,-4,-1,i,2,0.4,1
NC(=O)CCN1CCN(Cc2cn[nH]c2-c2cccc3ccccc23)CC1,0,-6,1,-4,-9,-7,i,9,0.8,-4
C/C(CC(=O)NCc1ccc(Cl)cc1)=N\NC(=O)c1ccccc1F,0,3,5,2,7,3,i,12,-0.8,0
CC1=C(C(=O)N2CCOCC2)CC(CC(=O)NC2CCCCC2)C(=O)N1Cc1ccc(F)cc1 (configuration not stated),1,7,4,4,-6,·,i,8,-0.3,5
O=S1(=O)CCN(OCc2ccc(F)cc2Cl)CC1,-2,-5,7,0,10,5,i,6,0.9,-3
CCOC(=O)C1CCCN(C(=O)Cn2ncc3c([nH]c4ccc(C)cc43)c2=O)C1 (configuration not stated),-1,2,-1,5,8,4,i,-8,-1.2,-3
COc1cc(C=O)ccc1Oc1nc(Nc2ccc(F)cc2F)nc(N2CCOCC2)n1,1,-2,-4,4,8,-5,i,10,0.2,0
CCCCCNC(=O)CC1Nc2c3ccccc3nc(=S)n2C1=O (configuration not stated),1,-5,-3,-2,-12,0,i,1,-0.8,3
NC(=O)C1(N2CCCCC2)CCN(C(=O)CSc2nc3ccccc3s2)CC1,1,-4,-1,1,5,0,i,5,0.7,3

smiles,STEP inh,MT1-MMP act inh,DNMT1 block,SUMO1-SIM PPI,SKN-1 block,Scp-1 inhibitor,Rpn11 block,NRP1-CendR mod,LMPTP inh,NadD inh
CC(C)NC(=O)c1cc(C2CCCCN2S(=O)(=O)c2ccccc2)on1 (configuration not stated),-3,3,0,-2,22,·,i,0,-0.1,1
Cc1nc(Nc2nc3ccccc3o2)nc(C)c1C(=O)Nc1ccc(F)cc1,0,-1,-5,1,-2,4,i,12,-1.7,2
O=C(CC[C@H]1O[C@@H](n2ccc(=O)[nH]c2=O)[C@H](O)[C@@H]1O)NC1CCN(Cc2ccccc2)C1 (some centres not stated),-1,2,2,4,-5,·,i,10,-0.9,-2
O=C(Cn1nc(-c2ccccc2)ccc1=O)NCCN1CCN(c2cccc(Cl)c2)CC1,2,-3,-5,-3,19,2,i,-3,0.8,-3
COc1ccc2c(c1OC)C(=O)OC2Nn1cncn1 (configuration not stated),-3,-1,-2,-5,5,0,i,17,0.2,-6
CC(=O)Nc1ccc2ccc3cccc4ccc1c2c34,-5,2,-7,-14,6,-6,i,-28,-0.2,-10
Cc1ccc(N(C(=O)C(F)(F)F)C(C(=O)NC2CCCCC2)c2ccncc2)cc1C (configuration not stated),-1,0,4,3,-13,-1,i,-3,-1.7,-3
Cc1occc1C(=O)N/N=C/c1ccc[nH]1,-2,-1,0,-6,3,-8,i,-10,-0.5,2
COc1ccccc1-c1noc(-c2ccccc2)n1,0,-4,-2,3,12,-4,i,-12,2.1,-2
O=C(NC(=S)Nc1cccc2cc(O)ccc12)c1ccccc1Br,1,1,-10,-11,18,-8,i,-15,1.1,0
CC(=O)NC(Cc1ccccc1)C(=O)NC1CCN(C(=O)c2ccc([N+](=O)[O-])cc2)CC1 (configuration not stated),1,3,-5,-20,14,-1,i,0,-1.0,6
O=C(O)CCC(=O)OCCCc1cc2ccccc2c(=O)o1,-4,8,6,3,-13,20,i,0,-0.7,-1
CC(=O)N1CC(C)Sc2ccc(S(=O)(=O)NCc3ccc(F)cc3)cc21 (configuration not stated),-2,2,-1,-2,2,-5,i,11,-1.0,-5
CCCCOc1ccc(C(=O)NN2CCOCC2)cc1,-2,2,2,-1,-14,-9,i,3,-2.0,-8
C=CCSc1nnc2n(CCc3ccccc3)c(=O)c3c4c(sc3n12)COC(C)(C)C4,10,3,-1,-3,8,0,i,-6,-1.5,1
N#C/C(=C/c1ccc(N2CCOCC2)o1)c1ccc(Br)cc1,-4,-99,-6,-40,20,-6,·,131,1.7,17
COCCNC(=O)C1(C)CCN(C(=O)COc2ccc(Cl)cc2Cl)C1 (configuration not stated),2,3,-1,-2,10,·,i,-7,-1.2,-5
Cc1cc(C(=O)OCC(=O)c2cccc([N+](=O)[O-])c2)c2ccccc2n1,-2,3,-1,-19,8,-1,i,-7,1.4,1
O=c1c(-c2ccco2)nc2ccccc2n1C(c1ccccc1)c1nc2ccccc2[nH]1 (configuration not stated),·,-6,·,-13,4,·,·,-46,1.8,·
CN(C)S(=O)(=O)c1ccc2c(c1)nc(CCC(=O)Nc1ccc(N3CCOCC3)cc1)n2C,1,-4,7,5,-14,2,i,9,-1.2,-2

smiles,STEP inh,MT1-MMP act inh,DNMT1 block,SUMO1-SIM PPI,SKN-1 block,Scp-1 inhibitor,Rpn11 block,NRP1-CendR mod,LMPTP inh,NadD inh
O=C(CCNC(=O)C1CCN(S(=O)(=O)c2ccc(F)cc2)CC1)Nc1ccccc1,1,-3,0,1,-11,-3,i,-2,-0.6,-9
CC(=O)Nc1ccc(NC(=O)CCS(=O)(=O)c2ccc3c(c2)oc(=O)n3C)cc1,0,-3,0,4,22,-2,i,5,0.3,-2
CCOC(=O)C1CCN(C(=O)CCCNC(=O)Cn2cnc3sc(C)c(C)c3c2=O)CC1,-3,-3,1,3,2,-10,i,12,-1.7,0
Cc1cccc(C)c1OCCOCCN1CCN(C)CC1,-1&-2,2&2,-3&-2,-6&-4,-9&-7,-7&-5,i,11&-3,0.6&-5.1,-2&-3
CN(C)C1CN(Cc2cn(Cc3cccc(Cl)c3)nn2)S(=O)(=O)C1 (configuration not stated),·,5,·,2,15,·,·,9,-0.3,-7
COC(=O)c1cc(CN2C(=O)c3ccccc3C2=O)c(O)c([N+](=O)[O-])c1,-1,5,1,-17,13,-1,i,10,-0.3,-1
Cn1cc(/C=C2\SC(=S)N(NC(=O)c3cccc(Cl)c3)C2=O)c2ccccc21,-20,-177,0,-14,18,-12,·,-26,5.5,18
Cc1ccc(CNC(=O)COC(=O)c2cnc(C)cn2)cc1,2,·,-5,-4,7,5,i,-2,1.4,2
CCc1sc(C(=O)Nc2ccc(OC)c(S(=O)(=O)N3CCOCC3)c2)cc1C,1,6,2,3,0,-14,i,9,0.5,0
COc1ccc(-c2ccc(=O)n(Cc3c(F)cccc3Cl)n2)cc1,-1,0,-2,-11,22,-17,i,-4,0.0,-11
CCc1noc(C)c1C(=O)N1CCCC1,-4,2,1,-2,22,-4,i,6,-2.5,-5
CC(=O)Oc1ccc2nc(CN3C(=O)c4ccc([N+](=O)[O-])cc4C3=O)oc(=O)c2c1,-2,3,0,-23,0,1,i,3,0.0,5
CCCCCc1nnc(NC(=O)Cc2cccs2)s1,9,-2,59*,4,7,68*,i,6,6.0,3
CCO/C=C1/C(=O)N(Cc2ccccc2)C(=O)c2ccccc21,9,2,1,12,-1,-4,i,-38,9.4,-7
CCCN1Cc2cccc(C(=O)NCc3ccccc3)c2C1=O,0,-2,0,0,0,3,i,4,0.8,-7
Cc1csc(Sc2ccc(C(=O)OCC(=O)Nc3ccc(F)cc3[N+](=O)[O-])cc2[N+](=O)[O-])n1,7,0,-6,-21,8,-9,i,6,1.7,4
CCOC(=O)c1c(C)[nH]c(C)c1S(=O)(=O)NCCc1ccco1,0,2,2,4,-1,5,i,13,-0.7,4
COc1c2occc2c(OC)c2c(=O)cc(C)oc12,-3,1,5,-3,19,1,i,7,-0.8,3
CN(C)CCNC(C(=O)Nc1cccc(C(F)(F)F)c1)c1ccccc1 (configuration not stated),1,3,-6,3,2,-6,i,-1,-2.6,1
O=C(CN1CCN(Cc2ccccc2)CC1)N1CCN(c2ccccc2)CC1,-2,0,0,2,-1,-7,i,1,-1.8,6

smiles,STEP inh,MT1-MMP act inh,DNMT1 block,SUMO1-SIM PPI,SKN-1 block,Scp-1 inhibitor,Rpn11 block,NRP1-CendR mod,LMPTP inh,NadD inh
Cc1cc(Cn2ccnc2)c(C)c([N+](=O)[O-])c1Cn1ccnc1,-1,7,-4,-6,10,-1,i,6,32,0
CCC(c1nnnn1Cc1cccs1)N1CCN(C(=O)c2ccco2)CC1 (configuration not stated),-4,-2,-1,5,3,-1,i,-1,-0.6,-2
CCOC(=O)Cn1cc([N+](=O)[O-])c(OC)n1,-1,1,3,-2,10,-19,i,12,-3.7,-5
CCOC(=O)N1CCN(c2c(NCCCN(CC)Cc3ccccc3)c(=O)c2=O)CC1,-6,6,5,1,-11,3,i,3,-2.9,2
CC(=O)Nc1ccc(S(=O)(=O)NC(CC(=O)NCCc2ccccc2)C(C)C)cc1 (configuration not stated),1,-6,-3,2,14,-7,i,-1,-0.8,-6

Entries shown so far that have a CF3 group (two):
smiles,STEP inh,MT1-MMP act inh,DNMT1 block,SUMO1-SIM PPI,SKN-1 block,Scp-1 inhibitor,Rpn11 block,NRP1-CendR mod,LMPTP inh,NadD inh
Cc1ccc(N(C(=O)C(F)(F)F)C(C(=O)NC2CCCCC2)c2ccncc2)cc1C (configuration not stated),-1,0,4,3,-13,-1,i,-3,-1.7,-3
CN(C)CCNC(C(=O)Nc1cccc(C(F)(F)F)c1)c1ccccc1 (configuration not stated),1,3,-6,3,2,-6,i,-1,-2.6,1
